# NOD2-RIPK2 inh: NOD2-RIPK2 binding disruptors in cells, primary screen, fluorescence, CHO cells, BLA complementation; Receptor-interacting serine/threonine-protein kinase 2 (Homo sapiens), O43353; CCF4 ratio; inhibition, % at 4.98 µM; hit rate 0.38% among 360,000; AID 624267, 2012; in the data active = inhibition above about 21%;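 also: 0% = vehicle only and 100% = reference blocker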
# NR5A2 inv ag: LRH-1 (NR5A2) inverse agonists, primary screen, cell-based, luminescence, HEK293T, StAR-luciferase reporter; inhibition, % at 3.6 µM; hit rate 0.13% among 360,000; LRH-1 transfected, 24 h; Nuclear receptor subfamily 5 group A member 2 (Homo sapiens), O00482;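 active = inhibition above the mean inhibition of all tested compounds plus 3 SD, cut at about 73% in these data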;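 also: 0% = DMSO wells and 100% = reporter-only cells lacking LRH-1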
# TROY signal inh: inhibitors of TROY-driven NF-kB signaling, primary screen, Q293 LMP1-TROYcd cells, NF-kB luciferase, uHTS; Q293 LMP1-TROYcd NF-kB luciferase reporter, 4 h; inhibition, % at 10 µM; hit rate 0.98% among 360,000;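 active = compounds whose plate-normalised and pattern-corrected inhibition of the luciferase reporter signal at the single screening dose is 50% or more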
# TLR9-MyD88 inh: inhibitors of TLR9-MyD88 association in cells, primary screen, cell-based, CHO, BLA complementation, fluorescence. CCF4 FRET ratio. hit rate 0.21% among 340,000. inhibition, % at 4.98 µM. AID 504734, 2011;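 active = inhibition above the mean over all tested compounds plus 3 SD, cut at about 21% in these data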;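 also: 0% = DMSO only wells and 100% = clavulanate BLA inhibitor control wells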
# EBV LMP1 NFkB: EBV LMP1-driven NF-kappaB luciferase reporter inhibitors, primary screen, cell-based, luminescence, single point; inhibition, % at 12.5 µM; LMP1-induced NF-kappaB luciferase reporter cells; AID 504558, 2011; hit rate 0.69% among 350,000; in the data active = inhibition above about 41%;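 also: 0% = neutral control wells and 100% = reference inhibitor control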
# C8 TRAIL sens: viability loss with TRAIL in NB7+C8 cells, primary screen, TRAIL sensitizer project, cell-based, ATPlite luminescence; inhibition (viability loss, TRAIL sensitization), % at 10 µM; hit rate 1% among 360,000; AID 624354, 2012;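 active = compounds causing at least 50% loss of cell viability in the single-dose screen, relative to plate controls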
# SRC1 inh: SRC1 coactivator transcriptional activity inhibitors, primary screen, cell-based, luminescence; Nuclear receptor coactivator 1 (Homo sapiens), Q15788; HEK293 GAL4-SRC1 luciferase reporter; inhibition, % at 3.6 µM; hit rate 0.12% among 360,000; AID 588354, 2011;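 active = inhibition above the campaign mean plus 3 SD, with each screening campaign given its own cutoff, cut at about 60% in these data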;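 also: 0% = DMSO treated cells and 100% = gossypol at 36 µM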
# SRC3 inh: SRC3 coactivator transcriptional activity inhibitors, primary screen, cell-based, luminescence; hit rate 0.17% among 360,000; inhibition, % at 3.6 µM; HEK293 GAL4-SRC3 luciferase reporter; Nuclear receptor coactivator 3 (Homo sapiens), Q9Y6Q9;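 active = inhibition above a per-campaign cutoff, the mean of all compounds plus 3 SD, cut at about 60% in these data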;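 also: 0% = DMSO-treated cells and 100% = gossypol-treated cells at 36 µM; higher means less SRC3-driven luciferase light from the GAL4 reporter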
# COUP-TFII inh: NR2F2 transcriptional activity inhibitors, primary screen, cell-based, luciferase reporter, HEK293T, luminescence; COUP transcription factor 2 (Homo sapiens), P24468; inhibition, % at 8.6 µM; HEK293T NGFI-A luciferase reporter; hit rate 0.7% among 370,000;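 active = inhibition above a per-plate cutoff, mean inhibition of test wells between control levels plus 3 SD, cut at about 38% in these data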;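 also: cells cotransfected with COUP-TFII expression vector driving the NGFI-A reporter; 0% = median of COUP-TF2 test wells and 100% = reporter-only cells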
# Vif imaging: HIV Vif self-association inhibitors, primary screen, imaging, HEK293T, single point; HEK293T cells, Vif self-association by quenched fluorescence, 24 h; inhibition, % at 7.49 µM; hit rate 0.35% among 340,000; in the data active = inhibition above about 50%, passing the limit was not always enough; also: some results filed as inactive read as strong as hits
# SRC2 inh: inhibition of GAL4-SRC2 driven luciferase reporter, primary screen, SRC2 inhibitor project, cell-based, luminescence; HEK293 GAL4-SRC2 luciferase reporter; hit rate 0.17% among 370,000; inhibition, % at 9 µM; Nuclear receptor coactivator 2 (Homo sapiens), Q15596;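 active = inhibition above the mean inhibition of all tested compounds plus 3 SD, set per campaign, cut at about 52% in these data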;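 also: 0% = DMSO treated cells and 100% = cells given Gossypol at 36 µM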
# * marks the source's active call; other numbers are inactive results; nt = not tested or not shown. Only part of the results is shown; rates above refer to the full screens.
# Preview:
Compound	NOD2-RIPK2 inh	NR5A2 inv ag	TROY signal inh	TLR9-MyD88 inh	EBV LMP1 NFkB	C8 TRAIL sens	SRC1 inh	SRC3 inh	COUP-TFII inh	Vif imaging	SRC2 inh
CCOC(=O)c1[nH]c2ccc(OC)cc2c1C(SCC(=O)O)c1ccc(C(F)(F)F)cc1 (stereo not drawn)	3	-5	24	7	4	-6	4	-2	-2	-7	-9
CN(C)CC1CSCCC1(O)c1ccc(Cl)cc1 (stereo not drawn)	-10	12	3	9	-1	10	-3	-7	-2	-20	21

# The listing, from the first entry:
Compound	NOD2-RIPK2 inh	NR5A2 inv ag	TROY signal inh	TLR9-MyD88 inh	EBV LMP1 NFkB	C8 TRAIL sens	SRC1 inh	SRC3 inh	COUP-TFII inh	Vif imaging	SRC2 inh
CCOC(=O)c1[nH]c2ccc(OC)cc2c1C(SCC(=O)O)c1ccc(C(F)(F)F)cc1 (stereo not drawn)	3	-5	24	7	4	-6	4	-2	-2	-7	-9
CN(C)CC1CSCCC1(O)c1ccc(Cl)cc1 (stereo not drawn)	-10	12	3	9	-1	10	-3	-7	-2	-20	21
CCCCCN1C(=O)c2cc(OC)ccc2[C@@]2(C(=O)OCC)Cc3cc(OC)ccc3[C@@H]12	8	32	36	nt	nt	48	nt	nt	11	nt	-10
c1ccc(N2Cc3ccccc3-n3nncc3C2)nc1	-7	-19	-7	2	-8	11	-6	4	-4	-1	3
CCCSc1nc(O)c(CC)c(=O)n1C(C)CC (stereo not drawn)	7	4	-17	0	3	3	2	-2	-7	0	-13
COC(=O)C(O)(c1ccc(NC(=O)c2cccs2)c(C)c1)C(F)(F)F (stereo not drawn)	2	-1	0	4	4	24	7	19	-9	-3	2
COc1ccc(Cl)cc1NC1=NCC(C)S1 (stereo not drawn)	-7	-6	11	4	-6	-14	-12	-3	0	11	12
COc1ccc2c(c1)C13CCN(C)C(C2)C1CCC1(C3)OCCO1 (stereo not drawn)	-8	-13	-8	0	1	4	-1	-21	-17	10	9
CC1CCCCN1CC(=O)c1ccc2cc[nH]c2c1 (stereo not drawn)	-2	9	13	-13	36	0	16	-12	2	-6	-16
O=C1NC(=O)N(Cc2ccccc2)C(=O)/C1=C/N1CCCc2ccccc21	3	-2	-4	-5	2	0	-3	0	-18	2	5
COC(=O)C1=C(c2ccc(F)cc2OCc2ccccc2)C[C@@H]2CC[C@H]1N2C(=O)NCc1ccco1	2	-5	-22	0	-3	5	-5	-8	21	-10	-23
COc1c(/C=C2/C(=O)NC(=O)N(C)C2=O)c(CCN(C)C(=O)c2ccccc2)cc2c1OCO2	-5	4	0	-4	-2	6	-8	5	-17	8	14
Cc1ccc(C2=NC(C)(C)N3C2C3c2ccc([N+](=O)[O-])cc2)cc1 (stereo not drawn)	-3	8	-16	-2	4	-4	-22	-1	-2	0	-9
COC1=C(C)C(=O)C2=C(C1=O)C(CO)N1C(C#N)C3CC4C(C1C2N1CCOC41)N3C (stereo not drawn)	-8	63	2	-5	86*	44	76*	83*	1	0	56*
Clc1cccc(C2NCCc3[nH]cnc32)c1 (stereo not drawn)	2	1	-6	3	-4	1	-6	13	-7	2	-2
Cc1cc(OC(=O)CCCNC(=O)OC(C)(C)C)c2c3c(c(=O)oc2c1)CCC3	-6	24	18	2	5	1	-63	8	-10	-19	-42
O=C1NC(=S)NC(=O)C1=Cc1ccc(OCc2ccccc2)cc1	-2	9	-59	-8	17	-16	-59	-85	-19	10	-57
CC(C)=CCN1CC[C@@]2(C)c3cc(O)ccc3C[C@@H]1C2C (stereo partly drawn)	-10	2	-5	-1	1	-10	-12	-19	-6	-7	-14
Cc1ccc(CC(=O)N2CCN(C)CC2)cc1	-1	-5	-12	-1	15	10	-8	6	14	21	-13
CC1(C)CCCN1CCC(C(N)=O)(c1ccccc1)c1ccccc1	-12	7	-5	1	6	-19	9	5	19	27	5
Cc1onc(-c2c(Cl)cccc2Cl)c1C(=O)Nc1ccc2c(C(F)(F)F)cc(=O)oc2c1	-6	11	-2	10	1	1	8	-4	5	-3	-8
CN1C(=O)C(=Cc2cc([N+](=O)[O-])ccc2N2CCCCC2)C(=O)N(C)C1=O	6	-4	-2	8	-1	-7	2	-7	5	-1	-13
COC(=O)C1=C(c2ccc(OC(F)(F)F)cc2)C[C@@H]2CC[C@H]1N2C(=O)NCCOc1ccc(OC)cc1	8	-12	13	-2	-4	7	-14	25	6	-18	7
O=C(CN1CCCCC1)Nc1ccc(Br)cc1C(=O)c1ccccc1Cl	-5	-8	-12	7	19	-4	8	0	-2	9	-33
CCCCn1c(=O)c(C(=O)NCc2ccccc2OC)c(O)c2ccccc21	-3	0	16	-2	-32	14	-7	-8	-4	1	-13
CN1CC(C(=O)c2ccc(Cl)cc2)C(c2ccccc2F)C1 (stereo not drawn)	-2	12	-3	0	-8	5	16	12	10	-2	-30
Oc1ccc(Cl)c(Cl)c1	-5	25	-4	-6	0	-4	-8	15	15	-14	-13
O=P(Nc1ccccc1)(Nc1ccccc1)Oc1ccc(Cl)cc1	-4	15	-7	4	3	2	-16	1	nt	0	nt
O=C1C2CCN(CC2)C1(CO)CO	7	14	6	-1	-6	-32	5	6	0	4	-12
CCc1nn(CC(=O)N2CCC3(CC2)OCCO3)c(=O)c2cccn12	-8	-4	-9	-2	-1	-3	-6	-9	10	-3	17
O=P(CN1CCN(c2ccccc2)CC1)(N1CCCCC1)N1CCCCC1	1	16	2	-2	8	7	5	13	5	nt	-23
CCNC(=O)C1OC(n2cnc3c(N)ncnc32)C(O)C1O (stereo not drawn)	-4	14	24	0	17	-13	-53	-51	-65	51*	-20
O=C1NC(=O)N(c2ccc3c(c2)OCO3)C(=O)/C1=C/c1cccs1	-7	-17	34	-1	7	1	-3	3	14	-6	0
Cc1ccc(S(=O)(=O)NP(=O)(Oc2ccccc2)Oc2ccccc2)cc1	-8	-16	-4	-3	2	-14	10	22	8	-5	-16
Nc1c(C(=O)NCc2ccco2)c2nc3ccccc3nc2n1CCN1CCCCC1	2	15	-15	-4	3	11	-3	17	-2	-3	-6
c1ccc(P(c2ccccn2)c2ccccn2)cc1	0	6	59*	-5	0	17	-8	7	-20	-5	-10
CCc1cccc(CC)c1NC(=S)N1CC2CC(C1)c1cccc(=O)n1C2 (stereo not drawn)	-9	-7	-19	-1	-1	-2	0	8	-5	0	-12
O=C1CN=C(c2ccccc2F)c2cc(Cl)ccc2N1	-11	3	-5	5	-1	-11	-39	-14	18	8	18
CC(=O)Nc1ccc(C(=O)C(Cc2ccccc2)N(C)C)cc1 (stereo not drawn)	-14	-3	1	-7	2	-11	-13	3	1	24	-32
Cc1ccc(C2N3CCCN23)cc1 (stereo not drawn)	-10	13	-17	6	4	7	0	22	-8	11	-16
O=C(CCCc1ccccc1)NCCc1cnc[nH]1	-10	5	15	1	1	12	-11	10	-9	-4	0
CCCCCCCCn1sccc1=O	15	1	-22	1	-20	9	-2	-2	8	-4	11
CCn1nc(/C=C/c2ccccc2)nc2c(=O)n(C)c(=O)nc1-2	-15	-50	83*	nt	72*	37	-17	57	30	8	13
COc1ccc(/C=C2\C(=N\O)C3CCN2CC3)cc1	8	10	-11	0	-13	11	-14	7	-3	nt	-5
CC1(C)N=C(c2ccccc2)[C@@H]2C(c3ccc([N+](=O)[O-])cc3)N21 (stereo partly drawn)	-7	-2	53*	-1	3	11	-12	8	5	0	0
COc1ccc(CN2CCCC(C(=O)c3ccc(Cl)cc3)C2)c(OC)c1 (stereo not drawn)	-2	-17	16	4	3	10	-2	5	-5	-18	-31
Cc1c(CCC(=O)N2C[C@H]3C[C@@H](C2)c2cccc(=O)n2C3)c(=O)oc2c(C)c(O)ccc12	-13	0	-2	nt	nt	5	-8	-1	17	9	-22
COC1CC2C=C(C)C=CC=CC(=O)NC(c3ccccc3)CC=CCCC(O)CC(=O)C2=C1O (stereo not drawn)	67*	99*	50	nt	nt	97*	41	78*	72*	-12	-42
O=C1NC(=O)C(Cc2ccccc2)(Cc2ccccc2)C(=O)N1	1	-11	0	-16	-9	-5	-30	-11	-2	0	-12
Cc1cccc(CN2CCCC(C(=O)c3cccc(OC(C)C)c3)C2)n1 (stereo not drawn)	-2	-1	-18	-24	6	-4	11	21	0	1	12

# (list continues)
Compound	NOD2-RIPK2 inh	NR5A2 inv ag	TROY signal inh	TLR9-MyD88 inh	EBV LMP1 NFkB	C8 TRAIL sens	SRC1 inh	SRC3 inh	COUP-TFII inh	Vif imaging	SRC2 inh
CCC(=O)c1cn(Cc2ccccc2)c2ccccc12	-6	5	15	1	-5	3	-10	17	-1	3	-3
CC(=NCC1CCCO1)c1c(O)n(Cc2ccccc2)c(=O)[nH]c1=O (stereo not drawn)	-4	12	-2	4	-1	-6	-11	-11	3	8	-1
Cc1ccc(S(=O)(=O)Oc2ccccc2C=C2C(=O)NC(=O)NC2=O)cc1	3	-20	-12	2	-21	-3	0	-13	5	-2	-13
COc1ccc(C(CC(=O)c2ccc3c(c2)OCO3)c2c(O)c3ccccc3oc2=O)cc1OC (stereo not drawn)	-9	2	-25	3	6	-6	2	-6	-4	-4	-19
O=c1[nH]c(=O)n(Cc2ccccc2)c(O)c1C=Nc1ccc(CN2CCOCC2)cc1	5	2	12	1	-7	-12	-5	7	18	-11	-14
C[C@]12CCC3C(CC[C@H]4C[C@@H](O)CC[C@]34C)C1C[C@@H](Br)[C@H]2O (stereo partly drawn)	9	6	-15	nt	nt	-6	11	3	9	-6	-8
Cc1cc(N2C(=O)C3CCCN3C2c2sccc2C)no1 (stereo not drawn)	0	-5	1	-2	0	-17	7	11	9	16	-10
CNC(=O)Oc1ccccc1C1CCCCC1	-6	16	-2	1	-2	-20	5	-6	18	6	27
CC(C)[N+](C)(CCC(C(N)=O)(c1ccccc1)c1ccccc1)C(C)C	0	-23	12	4	-5	-15	9	0	-7	-4	-37
CC1CCCC(NC(=O)COC(=O)Cc2ccccc2)C1C (stereo not drawn)	3	11	-9	-3	-5	10	-7	3	-1	-1	-9
O=C(CN1CC(c2ccccc2)CC1=O)Nc1cccc(F)c1 (stereo not drawn)	9	21	-8	-14	-1	6	4	18	20	1	7
CCC(C#N)(CC)P(=S)(c1ccccc1)c1ccccc1	1	4	0	-14	9	-1	2	9	-2	nt	6
CCCCCn1c(=O)c(C(=O)Nc2cccc(C)c2)c(O)c2ccccc21	0	2	-1	-13	2	-1	2	-4	-9	-2	-21
Cn1cc(C(=O)OCC(=O)N2CCCCC2)c2ccccc21	5	-25	-14	-2	-5	11	-15	-5	3	nt	-11

# Source: PubChem BioAssay
